# Screening data: PubChem BioAssay, several laboratories
# GSK3B inh – human GSK3beta kinase inhibitors, primary screen, biochemical, cell-free homogeneous, HTS; GST-GSK3beta kinase, ADP-Glo luminescence, 60 min; hits give low values; activity score (negative = inhibition), % at 10 µM; actives 0.038% (n = 300,000); AID 2097, 2009;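 active = more than half of replicate wells score below -50%, meaning over 50% inhibition versus plate controls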;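 note: 0% = median DMSO wells and -100% = median GW8510 positive control wells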
# Target sequence (P49841 whole entry, looked up): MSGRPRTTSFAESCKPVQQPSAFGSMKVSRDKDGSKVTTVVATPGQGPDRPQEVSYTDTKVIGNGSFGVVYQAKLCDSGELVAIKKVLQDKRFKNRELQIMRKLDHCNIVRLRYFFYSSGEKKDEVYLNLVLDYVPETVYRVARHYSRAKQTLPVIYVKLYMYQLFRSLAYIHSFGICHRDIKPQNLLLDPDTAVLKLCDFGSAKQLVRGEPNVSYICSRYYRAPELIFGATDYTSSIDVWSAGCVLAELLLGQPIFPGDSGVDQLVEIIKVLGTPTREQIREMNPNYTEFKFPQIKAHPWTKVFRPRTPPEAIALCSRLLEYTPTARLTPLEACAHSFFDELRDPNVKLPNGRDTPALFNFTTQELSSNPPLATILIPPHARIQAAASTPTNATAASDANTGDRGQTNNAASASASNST
#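 test system = GST-tagged human GSK3beta kinase, cell-free | reagent = 25 µM ATP with peptide substrate | dosing = one dose of 10 µM per compound | schedule = 60 min reaction, RT | detection = luminescent ADP-Glo measurement of ADP formed | control set = DMSO neutral wells and GW8510 at 20 µM as positive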
# PolyA inh – polyadenylation inhibitors in yeast reporter cells, primary screen, luminescence, S. cerevisiae | actives 0.02% (n = 300,000) | AID 1875, 2009 | S. cerevisiae SKY197-pL101 polyadenylation reporter, beta-gal luminescence; efflux-impaired pdr1/pdr3 knockout yeast; score 100 = 6 SD above DMSO | calls only at 12 µM;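 active = lowest replicate activity score at least 50, where 100 means six control SD above control mean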;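 note: yeast exposed to compound for 9 h at 30 °C; higher score means more reporter readthrough which indicates perturbed polyadenylation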
# HDAC3 inh – HDAC3 deacetylase inhibitors, primary screen, biochemical, fluorescence, cell-free homogeneous. Histone deacetylase 3 (Homo sapiens), O15379. recombinant HDAC3, fluorogenic peptide/trypsin coupled. inhibition, % at 8.3 µM. actives 0.15% (n = 320,000). AID 2718, 2010; in the data active = inhibition above about 26%, passing the limit was not always enough
# Target sequence (O15379 whole entry, looked up): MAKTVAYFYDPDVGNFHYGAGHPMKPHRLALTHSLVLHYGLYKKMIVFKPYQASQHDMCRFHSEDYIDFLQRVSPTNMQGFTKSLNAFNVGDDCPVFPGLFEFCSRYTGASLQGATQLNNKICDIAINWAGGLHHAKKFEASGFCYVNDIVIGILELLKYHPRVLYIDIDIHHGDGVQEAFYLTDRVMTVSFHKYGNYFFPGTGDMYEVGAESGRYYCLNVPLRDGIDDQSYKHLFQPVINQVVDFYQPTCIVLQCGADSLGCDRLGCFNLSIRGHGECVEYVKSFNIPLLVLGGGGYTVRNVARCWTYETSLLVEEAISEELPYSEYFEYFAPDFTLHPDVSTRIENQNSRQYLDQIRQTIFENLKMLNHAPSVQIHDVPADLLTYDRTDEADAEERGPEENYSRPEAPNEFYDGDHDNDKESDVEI
# DYRK1A inh – rat Dyrk1A kinase inhibitors, primary screen, biochemical, single point, plate reader | Dual specificity tyrosine-phosphorylation-regulated kinase 1A (Rattus norvegicus), Q63470 | ADP-Glo luminescence, NFATc1 peptide | inhibition, % at 12.5 µM | actives 0.43% (n = 310,000) | AID 504441, 2011; in the data active = inhibition above about 50%;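 note: plate controls were vehicle with enzyme for no effect and no enzyme for full effect; many of its hits are not listed in these tables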
# HSF1 inhib – HSF1 inhibitors in luciferase reporter cells, primary screen, cell-based, NIH3T3, luminescence; NIH3T3-HGL HSE-luciferase, MG132-induced, luminescence 8 h; hits give low values; activity change, negative = inhibition, % at 7.5 µM (by protocol); actives 0.77% (n = 300,000); AID 2098, 2009;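 active = more than half of replicate wells show activity change below -50%, luminescence cut by over half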;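 note: luciferase reports HSF-1 transcriptional activity via heat shock element; 0% = median of DMSO wells and -100% = zero luminescence signal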
# GSK3A inh – blockers of GSK3A enzyme activity – biochemical, luminescence, cell-free homogeneous, HTS, primary screen; GSK-3 alpha kinase, ADP-Glo luminescence, 60 min; inhibition, % at 10 µM; actives 0.1% (n = 320,000);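 in the data active = inhibition above about 50%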;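 note: GST-tagged GSK-3 alpha with peptide substrate and 25 µM ATP; 0% = DMSO neutral wells and 100% = GW8510 positive control wells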
# HSF1 activator – HSF-1 activators, primary screen, NIH3T3-HGL cells, MG132 stress, luminescence, single point; NIH3T3-HGL HSF-1 luciferase reporter, 8 h; 100% = twice DMSO control signal; actives 1.7% (n = 300,000); activation, % at 9 µM;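 active = mean replicate activation of at least 50% with a set share of replicates each reaching 50%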;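 note: 0% = median of the neutral control wells and 100% = twice that signal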
# HSP90 refold inh – HSP90 inhibitors, primary screen, cell lysate, luminescence. AID 1789, 2009. Rabbit reticulocyte lysate, luciferase refolding luminescence, 3 h. actives 0.91% (n = 290,000). inhibition, % at 5.6 µM;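 active = inhibition above the screen-wide mean plus 3 SD, computed separately per campaign, cut at about 16% in these data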;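 note: 0% = DMSO wells and 100% = 60 µM geldanamycin wells; inhibitors lower the luminescence because luciferase stays unfolded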
# Platelet DG rel – inhibitors of platelet dense granule secretion, primary screen, cell-based, MLPCN, human platelets; human platelet-rich plasma, SFLLRN dense granule ATP release, luminescence; inhibition, %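 (compounds screened at 7.5 µM in platelet-rich plasma)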; actives 0.22% (n = 300,000); AID 1663, 2009;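 active = mean replicate score, as percent of positive control, at or above 50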
# AI-2 QS modul – Vibrio harveyi AI-2 quorum sensing modulators, primary screen, JMH597 strain, luminescence/OD600 ratio | AID 2094, 2009 | actives 0.4% (n = 300,000) | Vibrio harveyi JMH597 AI-2 luminescence/OD600 ratio, 9 h; hits give low values; strain lacks LuxN and CqsS sensors; 0 = neutral-control median | activity change, % at 7.5 µM; in the data active = activity change below about -75%, passing the limit was not always enough;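 note: luminescence divided by OD600 gain over 9 h not by final OD600 alone; inactives centre near 13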
# * hit, by the source's call; i = inactive; . = not tested or not shown.
# Preview:
SMILES,GSK3B inh,PolyA inh,HDAC3 inh,DYRK1A inh,HSF1 inhib,GSK3A inh,HSF1 activator,HSP90 refold inh,Platelet DG rel,AI-2 QS modul
Cc1nn(C)c(C)c1S(=O)(=O)N1CCC(C(=O)NC2CCCc3ccccc32)CC1 (stereo not given),6,i,-5,3,1,-1,9,-3,-1,13
COc1ccc(C(=O)CCC(=O)N2CCN(c3cc(C)ccc3C)CC2)cc1,2,i,9,-3,3,-2,-6,3,-5,2
O=C(NCC1CCCN1S(=O)(=O)c1cccs1)c1ccccc1 (stereo not given),0,i,-1,-1,-4,0,9,.,-11,6

# The list itself, repeating the preview:
SMILES,GSK3B inh,PolyA inh,HDAC3 inh,DYRK1A inh,HSF1 inhib,GSK3A inh,HSF1 activator,HSP90 refold inh,Platelet DG rel,AI-2 QS modul
Cc1nn(C)c(C)c1S(=O)(=O)N1CCC(C(=O)NC2CCCc3ccccc32)CC1 (stereo not given),6,i,-5,3,1,-1,9,-3,-1,13
COc1ccc(C(=O)CCC(=O)N2CCN(c3cc(C)ccc3C)CC2)cc1,2,i,9,-3,3,-2,-6,3,-5,2
O=C(NCC1CCCN1S(=O)(=O)c1cccs1)c1ccccc1 (stereo not given),0,i,-1,-1,-4,0,9,.,-11,6
CSc1ccc(CNC(=O)CCn2ccc3cc(S(=O)(=O)N4CCCC4)ccc32)cc1,7,i,-3,-3,9,-2,4,-2,1,26
Cc1nc(N2CCN(C)CC2)c2sc(=S)n(C)c2n1,-1,i,10,15,-9,-2,-8,-3,-1,34
Cc1cccc(/C=C/c2nc3ccccc3c(=O)[nH]2)c1,1,i,-6,-6,14,-1,3,-2,10,6
CCOc1nc(Nc2ccc(OC)c(Cl)c2)nc(N2CCN(c3ccc(OC)cc3)CC2)n1,1,i,0,4,-2,-2,-2,4,0,29
O=[N+]([O-])c1cccc(OCC(O)CN2CCN(S(=O)(=O)c3cc(Cl)ccc3Cl)CC2)c1 (stereo not given),0,i,1,-2,10,-2,4,3,-6,-16
CC1CC1c1ccc(/C=C(\C#N)C(=O)Nc2cccc(Cl)c2Cl)o1 (stereo not given),2,i,0,-3,16,-2,18,1,8,11
COc1ccc(S(=O)(=O)Nc2ccc3c(c2)N(C(C)=O)CCC3)cc1OC,4,i,3,.,-8,-1,11,.,-28,-6
COc1ccc(N2CCN(C(=O)CCc3c[nH]c4ccccc34)CC2)cc1,0,i,4,-4,13,3,12,-5,-3,20
COCC(=O)Nc1nc(-c2ccc([N+](=O)[O-])cc2)cs1,-1,i,3,-2,0,-1,16,0,-6,30
COc1ccc(-c2csc(N3CCSCC3)n2)cc1,1,i,0,-6,7,-2,-1,0,-3,1
COc1cc(Nc2nc(SCC#N)nc3ccccc23)cc(OC)c1OC,-5,i,1,3,-8,2,-18,0,1,26
Cc1noc(C)c1S(=O)(=O)Nc1ccc(C(=O)Nc2ccc(OC(F)(F)F)cc2)cc1,-17,i,10,1,-4,-4,7,-5,4,.
CC(=O)N/N=C(\C)c1ccc(Br)cc1Br,-2,i,1,3,-6,-1,5,2,1,14
CC(=O)N1CCN(Cc2nc3cc(NC(=O)Nc4ccccc4)ccc3n2C)CC1,-2,i,-3,5,7,-1,-2,-1,-45,11
COc1ccc(NC(=O)Cc2c(Sc3ccccc3)c3ccccc3n2C)cc1,7,i,0,2,0,-2,8,0,-28,8
COc1cccc(OCCNC(=O)c2ccc(C)cc2)c1,0,i,16,0,8,-1,25,0,9,32
CCN1C(=S)N[C@@H](c2ccccc2)C(C(=O)OC)=C1C,0,i,6,6,17,-1,46,-4,3,4
N/C(=N\S(=O)(=O)c1cc(C(F)(F)F)cc(C(F)(F)F)c1)c1ccc(Cl)cc1,-3,i,24,.,.,-4,.,-4,.,13
Cn1cnnc1SC1CCCCC1NS(=O)(=O)c1ccccc1 (stereo not given),-1,i,-1,3,4,3,-6,0,1,4
Cc1ccc(OCC(=O)NCCCNC(=O)c2ccccn2)cc1,-2,i,0,-4,2,0,15,1,-19,17
COC(=O)c1ccc2c(c1O)C(=O)c1ccccc1C2=O,1,i,4,7,59,2,100*,6,4,-4
COc1ccccc1CNC(=O)C(C)n1nc(C)c2c(C)n(-c3ccccc3)nc2c1=O (stereo not given),0,i,0,0,2,1,2,1,-4,20

# 3 compounds from above, showing only HDAC3 inh:
SMILES	HDAC3 inh
COc1ccc(C(=O)CCC(=O)N2CCN(c3cc(C)ccc3C)CC2)cc1	9
O=C(NCC1CCCN1S(=O)(=O)c1cccs1)c1ccccc1 (stereo not given)	-1
CSc1ccc(CNC(=O)CCn2ccc3cc(S(=O)(=O)N4CCCC4)ccc32)cc1	-3

# (cont.)
SMILES,GSK3B inh,PolyA inh,HDAC3 inh,DYRK1A inh,HSF1 inhib,GSK3A inh,HSF1 activator,HSP90 refold inh,Platelet DG rel,AI-2 QS modul
Cc1c(CCO)c(=O)[nH]n1S(=O)(=O)c1ccc([N+](=O)[O-])cc1,2,i,3,4,-3,1,2,-1,-11,26
CC(=O)c1ccc(OCC(=O)N(C2CCCCC2)C2CCS(=O)(=O)C2)cc1 (stereo not given),-1,i,7,-4,-1,0,-5,.,-7,12
CCONC(=O)Nc1ccccc1[N+](=O)[O-],-2,i,1,-4,-4,-4,6,1,-22,7
Cc1ccccc1CN1CCN(CC(=O)NCc2ccccn2)C1=O,3,i,-6,-3,1,-2,0,3,-11,5
CC(Oc1ccc(C(=O)c2ccccc2)cc1)C(=O)N1CCOCC1 (stereo not given),-1,i,9,-6,-4,-1,-12,.,-1,19
COc1ccc(-n2c(-c3ccco3)nc3c(cnn3-c3ccc(C)cc3)c2=O)cc1,-4,i,1,2,-6,-2,5,1,-1,9
C/C(=N\NC(=O)c1cc(C(C)C)[nH]n1)c1ccco1,-5,i,-4,4,11,4,11,6,15,14
CC(C)N1CCC(N2CCN(Cc3cccnc3)CC2CCO)CC1 (stereo not given),0,i,-5,16,2,-4,4,-1,-6,17
Cc1oc(-c2ccccc2F)nc1CS(=O)(=O)CC(=O)N1CCN(c2ccccc2)CC1,-1,i,-1,2,0,-4,-5,2,-2,21
CCCCNC(=O)C(=O)NC(C)CCc1ccccc1 (stereo not given),0,i,-1,-1,1,-3,3,-1,1,18
CC(C)(C)c1cc(OC(=O)C2CCCC2)ccc1O,-2,i,17,-1,-1,-2,-6,4,4,-27
CCC(C)(C)n1nnnc1C(c1ccc(OC)c(OC)c1)N1CCN(c2ccccc2)CC1 (stereo not given),0,i,3,-3,-1,2,-7,1,14,26
Cc1sc(NC(=O)Nc2ccccc2)c(C(N)=O)c1C,0,i,4,.,4,0,5,0,-3,35
CC(C)n1c(SCC(=O)N2CCN(C(=O)c3ccco3)CC2)nc2c1c(=O)n(C)c(=O)n2C,-1,i,4,-9,-4,0,-23,1,9,9
[O-][n+]1c2c(nn1-c1ccc(Cl)c(Cl)c1)-c1nonc1CC2,1,i,1,0,-6,-2,12,-1,2,26
N#Cc1ccc(C(=O)Nc2ccc(S(=O)(=O)NC3=NCCCCC3)cc2)cc1,3,i,1,14,2,2,23,-2,-2,-23
CCOC(=O)CC(=O)CSc1nc2ccc(C)cc2cc1C#N,.,.,4,2,.,-2,.,-2,.,.
CN(C)C(=O)CSc1nc(-c2ccccc2)c(-c2ccccc2)o1,0,i,-2,-1,-2,-3,0,-3,1,27
CCCCCN(C(=O)CCC(=O)OCC(=O)N(CC#N)c1ccccc1)c1c(N)n(CCCC)c(=O)[nH]c1=O,1,i,0,8,5,-3,7,.,-1,2
C=CCNC(=O)Cn1nnc(-c2ccc(-c3ccc(OC)cc3)cc2)n1,-5,i,-7,.,24,-3,45,3,-12,-8
CN1C(=O)NC(c2ccccc2)C2=C1CN(Cc1ccccc1)C2=O (stereo not given),-2,i,5,.,-2,3,-7,0,-11,-2
CCN(CC)S(=O)(=O)c1ccc(-c2nnc(SCC(=O)N3c4ccccc4CC3C)o2)cc1 (stereo not given),8,i,-2,-1,-14,4,7,-1,6,23
COc1ccc(NC(=S)N(CCCN2CCN(C)CC2)Cc2cccs2)cc1,1,i,1,2,-1,0,-12,0,-12,8
CC(C)CCNc1nc(N)c([N+](=O)[O-])c(NCC2CCCO2)n1 (stereo not given),-42,i,3,35,9,73*,48,-1,-6,12
O=C(COC(=O)CCOc1ccccc1)NCCc1ccccc1,0,i,1,11,0,1,2,.,2,24
O=C(Nc1ccc(F)cc1)C1CC2CCC1C2 (stereo not given),-3,i,-7,2,-2,-2,-1,4,25,-9
O=c1[nH][nH]cc1C=Nc1cc(Cl)ccc1O,-3,i,7,-2,13,-3,23,10,0,32
C=CCn1cc(C(=O)OCC)c(=O)c2ccc(F)cc21,-2,i,0,3,0,8,-1,-4,-7,11
COc1ccc(Cl)cc1NC(=O)NCC1CCN(C(=O)OC(C)(C)C)CC1,2,i,1,-1,-6,-3,24,4,7,20
CCOc1ccccc1C1C(C#N)=C(N)Nc2onc(-c3ccccc3)c21 (stereo not given),0,i,-3,-6,1,0,-1,-2,-1,17

# Some of these compounds in order of their number in AI-2 QS modul, rising:
mol	GSK3B inh	PolyA inh	HDAC3 inh	DYRK1A inh	HSF1 inhib	GSK3A inh	HSF1 activator	HSP90 refold inh	Platelet DG rel	AI-2 QS modul
COc1ccc(S(=O)(=O)Nc2ccc3c(c2)N(C(C)=O)CCC3)cc1OC	4	i	3	.	-8	-1	11	.	-28	-6
COc1ccc(C(=O)CCC(=O)N2CCN(c3cc(C)ccc3C)CC2)cc1	2	i	9	-3	3	-2	-6	3	-5	2
Cc1ccccc1CN1CCN(CC(=O)NCc2ccccn2)C1=O	3	i	-6	-3	1	-2	0	3	-11	5
CSc1ccc(CNC(=O)CCn2ccc3cc(S(=O)(=O)N4CCCC4)ccc32)cc1	7	i	-3	-3	9	-2	4	-2	1	26

# An excerpt; count on the stated rates, not on these rows.
